# HMGR II inh: inhibitors of class II HMG-CoA reductase from Enterococcus faecalis | AID 1066 | 190,000 compounds, 0.41% hits | inhibition, % at 10 µM | purified E. faecalis HMGR, NADPH absorbance 340 nm kinetic;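 active means inhibition above a set limit, the median over all tested compounds plus 3 SD, cut at about 9.5% in these data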;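 further: enzyme runs in reverse so mevalonate oxidation gives rising NADPH absorbance; 0% = complete reaction with DMSO and 100% = background rate lacking mevalonate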
# PMI act: phosphomannose isomerase (human) activation; P34949; purified human PMI, coupled resazurin fluorescence, 20 min; stronger effect = higher value; 1 = vehicle control, 0 substrate-free wells; activation factor at 20 µM; 190,000 compounds, 0.005% hits; AID 1214;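 active means activation factor of 2 or more at 20 µM, relative to plate controls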
# Target sequence (P34949 whole entry, looked up): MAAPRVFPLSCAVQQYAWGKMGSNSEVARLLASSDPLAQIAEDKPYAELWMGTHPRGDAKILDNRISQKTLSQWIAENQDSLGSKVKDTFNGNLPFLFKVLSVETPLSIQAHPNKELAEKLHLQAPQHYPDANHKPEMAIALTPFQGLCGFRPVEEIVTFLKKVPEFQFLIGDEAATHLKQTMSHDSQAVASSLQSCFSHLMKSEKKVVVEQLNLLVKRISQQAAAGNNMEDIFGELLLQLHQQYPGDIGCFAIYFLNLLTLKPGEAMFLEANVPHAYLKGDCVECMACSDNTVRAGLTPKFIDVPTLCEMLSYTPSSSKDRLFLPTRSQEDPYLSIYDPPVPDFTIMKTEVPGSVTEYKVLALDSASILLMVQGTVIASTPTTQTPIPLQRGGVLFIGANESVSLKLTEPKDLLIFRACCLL
# G6PDH counter: counter-screen for G6PDH assay hits: L. mesenteroides G6PDH inhibition; AID 1020; Purified L. mesenteroides G6PDH, diaphorase/resazurin coupled fluorescence, 45 min; 200,000 compounds, 0.12% hits; inhibition, % at 5 µM; in the data active means inhibition above about 50%
# TNAP act hiacc: increases human TNAP activity under high phosphate acceptor concentration; P05186; purified TNAP, CDP-star luminescence, 1 M DEA, 30 min; stronger effect = higher value; 0 = EDTA background, 1 = DMSO-only activity; AID 1136; activation factor at 20 µM; 200,000 tested, under 10 active;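 active means activation factor at least 2 at 20 µM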
#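 system = human TNAP | amount = enzyme diluted 1/800 final | reagent = 100 µM CDP-star substrate | signal = luminescent substrate turnover signal | dosing = one dose, 20 µM | benchmarks = EDTA negative control, DMSO positive control | measure = activation factor | timing = 30 min reaction, room temperature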
# TNAP inh noacc: TNAP (human) inhibition, acceptor-free conditions. P05186. purified TNAP, CDP-star luminescence, 30 min. inhibition, % at 20 µM. 200,000 compounds, 0.26% hits. AID 1012;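 active means tissue-nonspecific alkaline phosphatase inhibition above about 50% at 20 µM in the single-dose screen, limit read from the data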;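 further: 0% = DMSO negative control and 100% = EDTA positive control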
# Diaphorase act: counter-screen for diaphorase-based assays: diaphorase activators and chemical reducers | Diaphorase/resazurin coupled assay, resorufin fluorescence, 16 min; stronger effect = higher value; 1 = vehicle wells, 0 = NADH-free wells | activation factor at 20 µM | 190,000 compounds, 0.005% hits | AID 1229;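 active means diaphorase activity raised at least twofold by the compound at 20 µM; inactive means activation factor below 2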
#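 Material: purified diaphorase enzyme from Clostridium kluyveri; Also added: 0.114 mM NADH and 0.1 mM resazurin, final amounts; Doses: single compound dose of 20 µM, 1% DMSO final; Times: 16 min enzyme reaction, ambient temperature; Detection: resorufin fluorescence, excitation 544 nm, emission 590 nm; Measure: increased resorufin signal from activators or reducing compounds.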
# TNAP inh hi DEA: inhibitors of human TNAP at high phosphate acceptor concentration; inhibition, % at 20 µM; P05186; 200,000 compounds, 0.03% hits; purified TNAP, CDP-star luminescence, 1 M DEA;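 active means over 50% inhibition of tissue-nonspecific alkaline phosphatase at 20 µM in the single-dose screen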;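 further: plate controls were DMSO wells for no effect and EDTA-quenched wells as full inhibition for full effect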
# FLuc stim CS: affects firefly luciferase, flagging false hits in luciferase stimulation screens; AID 1027; ATPlite luciferase biochemical, luminescence, 10 min; 0 = ATP-free wells, 1 = DMSO control; activation factor at 10 µM; 200,000 tested, under 10 active;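 active means luciferase activation factor, scaled between plate controls, of at least 2 with compound at 10 µM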
# Target sequence (P08659 whole entry, looked up): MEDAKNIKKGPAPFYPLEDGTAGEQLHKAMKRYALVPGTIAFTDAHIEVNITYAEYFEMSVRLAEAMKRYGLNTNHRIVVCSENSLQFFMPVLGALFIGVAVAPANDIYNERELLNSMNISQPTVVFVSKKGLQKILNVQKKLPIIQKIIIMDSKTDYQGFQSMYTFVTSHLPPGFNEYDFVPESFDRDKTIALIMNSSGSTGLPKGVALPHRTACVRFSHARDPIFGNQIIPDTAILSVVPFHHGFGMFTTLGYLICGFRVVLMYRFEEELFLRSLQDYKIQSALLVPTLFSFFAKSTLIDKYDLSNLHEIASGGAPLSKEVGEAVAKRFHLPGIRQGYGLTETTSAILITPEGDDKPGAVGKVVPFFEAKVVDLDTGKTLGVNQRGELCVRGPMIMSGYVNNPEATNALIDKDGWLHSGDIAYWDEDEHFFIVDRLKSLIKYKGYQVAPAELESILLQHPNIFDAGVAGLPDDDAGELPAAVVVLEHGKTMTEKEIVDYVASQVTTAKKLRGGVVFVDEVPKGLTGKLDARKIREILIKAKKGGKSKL
#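 Material: Luciferase/luciferin reagent mix; Doses: test compounds dosed from 2 mM stocks in 100% DMSO; Schedule: 10 min incubation after luciferase reagent addition, room temperature; Measured by: luminescence from luciferase reaction; Read-out: luminescence gain marking luciferase activators.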
# Diaph inh CS: diaphorase inhibition or chemical oxidation counter-screen; diaphorase resazurin-to-resorufin fluorescence, NADH, 16 min; bacterial (C. kluyveri) enzyme, not human; inhibition, % at 20 µM; 190,000 compounds, 0.69% hits;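 active means primary screen inhibition at 20 µM above a set limit, cut at about 50% in these data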;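 further: plate controls were DMSO with full reaction for no effect and wells lacking NADH for full effect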
#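 Assay system: diaphorase enzyme from Clostridium kluyveri. Quantity: enzyme working solution with 0.14 U/mL diaphorase. Schedule: reaction incubation of 16 min at room temperature. Technique: resorufin fluorescence, excitation 544 nm, emission 590 nm. Controls: No-NADH positive control and DMSO neutral control.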
# PMI act satM6P: PMI (human) activation, high substrate | P34949 | coupled PMI enzyme assay, resazurin fluorescence, 20 min; stronger effect = higher value; 1 = untreated enzyme, 0 = substrate-free blank | activation factor at 20 µM | 190,000 compounds, 0.34% hits;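 active means activation factor of 2 or more at 20 µM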
#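 Material: human phosphomannose isomerase with PGI, G6PDH, diaphorase coupling enzymes; amount: PMI at 15 ng/mL final; also added: Mannose-6-phosphate 1.0 mM (near-saturating) plus 0.22 mM NADP+; incubation: enzyme reaction with compound 20 min at room temperature; signal: resorufin fluorescence (Ex 544/Em 590 nm) from resazurin via diaphorase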
# Active calls of the source: *.
SMILES,HMGR II inh,PMI act,G6PDH counter,TNAP act hiacc,TNAP inh noacc,Diaphorase act,TNAP inh hi DEA,FLuc stim CS,Diaph inh CS,PMI act satM6P
COc1cccc(CC2(CO)CCCN(C/C=C/c3ccccc3OC)C2)c1 (stereo unspecified),-5,0.8,17,1.1,0,0.9,-5,1,9,0.9
CC(=O)c1ccc(NC(=O)N[C@@H](CC(C)C)C(=O)O)cc1,-4,0.9,2,1.1,-15,0.8,-7,1.1,18,0.9
O=C(Cc1c(F)cccc1Cl)NCCCn1ccnc1,-1,0.8,-3,1.1,-13,0.7,-6,1,30,0.6
Cc1ccc(O)c(-c2cc(-c3cccc(F)c3)n[nH]2)c1,-1,0.9,4,1,-11,0.9,2,1,12,0.9
O=C1c2ccccc2NC(c2ccccc2Br)N1CCCN1CCOCC1 (stereo unspecified),-4,0.9,-10,1,-4,1.1,4,1,-7,1
O=C(Cc1ccc(Cl)cc1)NCC(=O)N1CCCCC1,1,0.9,17,1.1,-13,0.9,-8,1,6,0.9
CCOC(=O)Cc1csc(NC(=O)COc2ccccc2)n1,-8,1,-14,1.1,-9,0.9,-8,1,12,1
O=C1c2ccccc2S(=O)(=O)N1CCOc1ccccc1,-5,0.9,5,1,-6,0.9,-1,1,12,1
Cc1ccc2nc(-c3cccc(NC(=O)c4ccc5c(c4)OCCO5)c3)oc2c1,-2,0.9,1,1.1,-6,0.9,-6,0.8,7,1
O=C(CSc1ccc(Cl)cc1)N1CCN(c2ncc(C(F)(F)F)cc2Cl)CC1,-9,0.9,-15,1,5,0.9,-1,1,14,0.9

# A few values from the results shown:
# CC(=O)c1ccc(NC(=O)N[C@@H](CC(C)C)C(=O)O)cc1 in PMI act satM6P reads 0.9
# O=C(CSc1ccc(Cl)cc1)N1CCN(c2ncc(C(F)(F)F)cc2Cl)CC1 in TNAP inh hi DEA reads -1
# Cc1ccc2nc(-c3cccc(NC(=O)c4ccc5c(c4)OCCO5)c3)oc2c1 in HMGR II inh reads -2
# O=C(Cc1ccc(Cl)cc1)NCC(=O)N1CCCCC1 in TNAP inh hi DEA reads -8
# COc1cccc(CC2(CO)CCCN(C/C=C/c3ccccc3OC)C2)c1 (stereo unspecified) in TNAP inh noacc reads 0

# Later entries
SMILES,HMGR II inh,PMI act,G6PDH counter,TNAP act hiacc,TNAP inh noacc,Diaphorase act,TNAP inh hi DEA,FLuc stim CS,Diaph inh CS,PMI act satM6P
CCOc1ncccc1C(=O)NCc1ccc(C)cc1,1,0.9,-2,1,-2,1,3,1,4,1
CCc1ccc(NC(=O)CCNS(=O)(=O)c2cccc3nonc23)cc1,-5,0.9,0,1,-7,0.9,-4,1.1,10,0.9
CSCCC(C(=O)Nc1ccc2c(c1)OCO2)N1C(=O)c2ccccc2C1=O (stereo unspecified),6,0.9,-4,1,-10,0.8,-2,1,22,0.9
CCCCN1C(=O)C(NC(C)=O)c2cc(Br)ccc21 (stereo unspecified),-5,1.4,2,1,-3,0.9,-3,1,8,1.7
Cc1ccc(S(=O)(=O)C(C#N)c2nc3ccccc3nc2N2CCN(C)CC2)cc1 (stereo unspecified),-4,1,7,1,-4,1,1,1.1,5,0.8
COC(=O)c1ccccc1NC(=O)CSc1nnc(-c2ccc(C)cc2)o1,4,1,2,1,-4,1,2,1,-1,1
CCOC(=O)c1nnn(CC(=O)N2N=C(c3ccc(Cl)cc3)CC2c2ccc(OC)cc2)c1C(=O)OCC (stereo unspecified),2,0.9,11,1,-6,0.9,0,1,13,0.9
CCN1CCN(C(=O)c2cc3nc(-c4ccccc4)cc(C(F)(F)F)n3n2)CC1,-9,0.9,10,1,-12,0.9,-4,1,6,0.9
Cc1ccc2nc(SCc3ccc([N+](=O)[O-])cc3)[nH]c2c1,3,0.9,8,1,-15,0.9,-3,1,7,1
CC(NS(=O)(=O)c1ccc([N+](=O)[O-])cc1)C(=O)NN (stereo unspecified),-4,1.1,9,1,-2,0.8,-1,1.1,19,1
Cc1cc(C)c(NC(=S)NCC2CCN(C(C)c3ccccc3)C2)c(C)c1 (stereo unspecified),-5,1,1,1,-15,0.9,-4,1,6,1
CCN(CC)c1nc(C(N)=O)cc(-c2ccccc2)n1,-8,0.8,2,1,-3,0.8,-4,1,20,0.9
COc1cc(OC)cc(-c2nnc(Nc3nc4c(F)cccc4s3)o2)c1,-4,1,4,1.1,-20,0.9,-8,1,9,1
FC(F)(F)c1cc(-c2cccs2)nc2nc(N3CCOCC3)sc12,-5,1.2,1,1,-5,1.2,-3,1,-17,1
COc1ccc(NC(=O)CNC(=O)c2cccs2)cc1Cl,-9,0.9,4,1,-6,0.9,0,1,9,1
Oc1cccc(-c2nc3ccccc3s2)c1,-12,0.9,2,1,-1,0.9,-1,0.3,14,0.9
Cc1c(Cl)c([N+](=O)[O-])nn1CCCC(=O)NC(C)c1ccccc1 (stereo unspecified),2,0.9,-3,1,-3,1,0,1.1,1,1
Cc1cc(-c2nc3cccnc3s2)ccc1NS(=O)(=O)c1ccc2c(c1)OCCO2,0,0.8,-22,1.1,-11,0.7,-5,1.1,26,0.9
Cc1nn(-c2ccccc2)c2sc(C(=O)O)cc12,-5,0.9,3,1,-10,0.9,-3,1,11,1
Clc1ccc2[nH]c3c(NCCN4CCOCC4)ncnc3c2c1,-5,0.9,-18,1.1,-16,1,-6,1,4,0.9
CN(C)c1ccc(C(=O)/C=C/c2ccco2)cc1,-6,0.7,14,0.9,6,0.7,13,0.1,28,0.6
CCCn1nc(NS(C)(=O)=O)c2cc3cccc(C)c3nc21,-2,1,5,1,-5,0.9,2,1.1,11,1.1
CCn1cc(C(=O)OCC(=O)NCc2ccccc2Cl)c(=O)c2ccc(C)nc21,-5,1,-3,1,-3,0.9,3,1,6,0.9
CC(=O)NC1CC2CCCC(C1)N2CC(=O)N1CCCc2ccccc21 (stereo unspecified),-3,1,11,1,-9,1.1,-4,1,-9,1
COc1ccc(NC(=O)/C=C/c2ccc(F)cc2)cn1,-1,1.1,3,1,-6,0.9,4,0.7,6,1
CCCCC(CC)CNC(=O)CCCCn1c(=O)[nH]c2ccsc2c1=O (stereo unspecified),2,1.1,3,1,-6,1,-1,1.1,0,1
CCc1ccc(C(=O)N/N=C/c2cccc3ccccc23)nc1,-3,1.1,-16,1,-53,1,3,0.7,0,1.1
COc1ccc(CCNC(=O)CCC2COc3ccccc3O2)cc1OC (stereo unspecified),-9,1,-1,1,-8,1.1,0,1,-6,1
CCN(CC)c1ccc(C(=O)OCc2cc(=O)oc3cc(O)ccc23)cc1,1,0.9,3,1,-4,0.9,-1,1,13,0.9
CC(=O)Nc1sc(-c2ccccc2)nc1-c1ccccc1,-5,1.1,6,1,-9,1,-5,1,1,1.1
O=C(CSC1=NCCN1)Nc1ccccc1[N+](=O)[O-],-3,1.1,3,1,-3,0.9,5,1,10,1.1
O=C(Oc1ccc(/C=N/O)cc1)c1ccccc1,-8,0.9,-1,1.1,-10,0.9,-6,0.8,15,0.9
O=[N+]([O-])c1ccc(Cc2nnc(-c3ccc(F)cc3)o2)cc1,4,1.1,5,1.1,-7,0.9,-6,1.1,6,1.1
CCN(CC)C(=O)c1cc2c(=O)c3cc(Cl)ccc3oc2nc1C,-1,1,7,1,-5,1,-2,1,0,1
COc1ccc(-n2c(Cc3cccn3C)nnc2SCC(=O)Nc2ccccc2)cc1,1,0.8,7,1,-10,0.9,2,1,14,0.8
Cc1ccc(C2OCC3(CO2)COC(c2ccc(C)cc2)OC3)cc1 (stereo unspecified),4,0.9,-3,1,-45,0.9,-1,1,8,0.9
Cc1ccc(C)c2[nH]c(=O)c(CCNC(=O)c3cccs3)cc12,-6,1,11,1,-14,1,-4,1,-5,1.1
O=C(NNc1nc(-c2ccccc2)c2cc(Br)ccc2n1)c1ccc(S(=O)(=O)N2CCOCC2)cc1,-3,1,15,0.8,-78,0.9,15,1.1,14,1.2
O=C(O)C1CSC2(c3ccc4c(c3)OCCO4)CCC(=O)N12 (stereo unspecified),-3,0.9,2,1,-9,0.9,-4,1.1,12,1
CCS(=O)(=O)N1CCC(C(=O)NCc2cccc(OC)c2)CC1,-4,1,3,1.1,-12,0.9,-7,1,13,1
COc1ccccc1NC(=O)C1(c2ccccc2)CCCC1,-6,0.9,2,1,-2,1,1,1,3,1
CSCCC(CO)NC(=O)OCc1ccccc1 (stereo unspecified),-6,1,22,1,-1,0.9,0,1.1,6,1
Cc1ccccc1C1NC(=S)NC2=C1C(=O)CC(C)(C)C2 (stereo unspecified),-4,1.1,3,1.1,-7,0.9,-7,1.1,7,1
COc1ccc(C2C(C(=O)N3CC(C)CC(C)C3)c3ccccc3C(=O)N2C)cc1 (stereo unspecified),-1,1.1,2,1.1,3,0.9,-5,1.1,12,1
CCOCCCNC(=O)c1c[nH]c2ccc(S(=O)(=O)Nc3cccc(OC)c3)cc2c1=O,0,0.9,8,1,-6,0.8,0,1,16,0.9
CC(C)Oc1cccc(C(=O)C2CCCN(C(=O)c3ccoc3)C2)c1 (stereo unspecified),-2,1,0,1.1,-14,1,-5,1,2,1.1
CCOCCCNC(=O)C1CCC(=O)N1CCc1ccccc1 (stereo unspecified),-4,0.9,-4,1,-8,1,2,1,5,0.9
CCCC1CCC(C(=O)n2nc(N)c3cc4ccc(OC)cc4nc32)CC1 (stereo unspecified),-3,1.1,13,1,-2,1,-1,1.1,-3,1.1
OCCCCNCc1ccc(OCc2ccccc2Cl)cc1,-3,0.9,6,1,-7,1.1,-2,1,-8,0.9
O=C(N/N=C/c1cccc(C(F)(F)F)c1)c1cc2c(s1)-c1ccccc1CC2,-2,0.8,-26,1,-3,0.9,0,1.1,11,0.8

# Given bar-delimited: part of the list above.
mol | HMGR II inh | PMI act | G6PDH counter | TNAP act hiacc | TNAP inh noacc | Diaphorase act | TNAP inh hi DEA | FLuc stim CS | Diaph inh CS | PMI act satM6P
COc1ccc(C2C(C(=O)N3CC(C)CC(C)C3)c3ccccc3C(=O)N2C)cc1 (stereo unspecified) | -1 | 1.1 | 2 | 1.1 | 3 | 0.9 | -5 | 1.1 | 12 | 1
CCOCCCNC(=O)c1c[nH]c2ccc(S(=O)(=O)Nc3cccc(OC)c3)cc2c1=O | 0 | 0.9 | 8 | 1 | -6 | 0.8 | 0 | 1 | 16 | 0.9
CC(C)Oc1cccc(C(=O)C2CCCN(C(=O)c3ccoc3)C2)c1 (stereo unspecified) | -2 | 1 | 0 | 1.1 | -14 | 1 | -5 | 1 | 2 | 1.1
